HP1b chromo inh: HP1-beta chromodomain-methylated histone interaction inhibition | AlphaScreen HP1-beta / biotin-H3K9me3 peptide binding | 390,000 compounds, 0.56% hits | Potency, µM (series often up to 114 µM), for the others: at the top dose activity change, negative = inhibition, most hits filed as inhibitors; also: potency is read from the fitted curve at half-maximal effect; nearly all actives have a fitted effect of over 70% in size; inactives centre near 23
Target sequence (P83916 whole entry, looked up): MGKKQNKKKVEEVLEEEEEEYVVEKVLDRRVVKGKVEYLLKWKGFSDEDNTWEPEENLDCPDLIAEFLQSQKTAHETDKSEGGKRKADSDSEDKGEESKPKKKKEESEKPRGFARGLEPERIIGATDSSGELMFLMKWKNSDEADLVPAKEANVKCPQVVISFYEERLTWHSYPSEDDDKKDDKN
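AlphaScreen: HP1-beta (50 nM) preformed 30 min with biotin-H3(1-18)K9me3 peptide (50 nM) in PBS pH 7.4, 0.01% Tween-20. Compound added for 30 min at RT, then streptavidin donor/nickel chelate acceptor beads (10 ug/mL) for 30 min.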
USP1 inh: blocks the human USP1/UAF1 deubiquitinase complex; O94782; recombinant USP1/UAF1, Ub-Rhodamine cleavage fluorescence; Potency, µM (highest dose often 57.1 µM), without a hit: at the top dose activity change, negative = inhibition, hits mostly inhibitors; 390,000 compounds, 0.23% hits; AID 743255; also: potency is read from the fitted curve at half-maximal effect; % is scaled to controls: 0 for no effect and ±100 for the full control effect; nearly all actives have a fitted effect of over 60% in size; inactives centre near -12
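Step one: compound is pinned into 1nM USP1/UAF1 in HEPES pH 7.8 buffer with TCEP. Step two: 15 min room-temperature incubation. Step three: Ub-Rho (150nM final) starts cleavage, tracked by fluorescence over six one-minute reads.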
PI4K2A inh: inhibitors of human PI4K2A; purified PI4K2A, ADP-Glo luminescence, 1 h; stronger effect = lower value; activity change, negative = inhibition, % at 76.9 µM; 420,000 compounds, 0.13% hits; in the data active = activity change below about -50%; inconclusive = mostly about -30% to -49%;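 also: -100% = wells without enzyme as full effect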
Target sequence (Q9BTU6 whole entry, looked up): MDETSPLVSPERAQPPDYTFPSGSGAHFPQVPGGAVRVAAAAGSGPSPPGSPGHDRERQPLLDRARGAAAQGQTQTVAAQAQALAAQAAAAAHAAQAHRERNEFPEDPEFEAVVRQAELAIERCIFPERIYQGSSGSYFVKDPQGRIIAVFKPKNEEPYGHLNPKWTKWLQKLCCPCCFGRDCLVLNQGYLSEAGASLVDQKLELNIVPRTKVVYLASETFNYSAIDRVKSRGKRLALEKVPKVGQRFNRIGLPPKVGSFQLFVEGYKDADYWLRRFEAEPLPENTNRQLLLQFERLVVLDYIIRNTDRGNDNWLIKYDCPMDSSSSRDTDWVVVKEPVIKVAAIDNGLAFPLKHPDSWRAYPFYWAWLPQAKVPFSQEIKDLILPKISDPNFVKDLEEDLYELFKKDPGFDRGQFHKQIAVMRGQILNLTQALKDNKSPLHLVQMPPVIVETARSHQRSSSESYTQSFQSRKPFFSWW
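ADP-Glo luminescence measured ADP generated by PI4K2A enzyme (4 ug/mL before mixing) with 1.2 mM PI substrate (pre-mix) and 300 microM ATP (pre-mix). Tris pH7.5 buffer with MgCl2, Triton X-100; 1 h reaction at ambient temperature.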
TrxR1 substrate: is turned over as a substrate by rat TrxR1. O89049. purified TrxR1 substrate turnover, NADPH consumption readout. Potency, µM (doses to about 114 µM), without a hit: at the top dose activity change, negative = substrate turnover. 390,000 compounds, 0.01% hits. AID 588456; also: potency is read from the fitted curve at half-maximal effect; % is scaled to controls: 0 for no effect and ±100 for the full control effect; nearly all actives have a fitted effect of over 50% in size
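Rat TrxR1, dispensed at 90 nM, was prereduced with 400 uM NADPH (final) for 5 min at ~22 deg C, then incubated with compound 15 min before 400 uM selenite. A first-read NADPH fluorescence drop versus no-compound background flagged substrates.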
mIDH1 inhibitor: inhibitors of human mutant IDH1 R132H; Potency, µM (titrated, usually from 76.6 µM), without a hit: top-dose activity change, negative = inhibition, most hits filed as inhibitors; IDH1-R132H enzyme, NADPH consumption, diaphorase/resazurin fluorescence; AID 602179; 390,000 compounds, 0.093% hits; also: potency is read from the fitted curve at half-maximal effect; % is scaled to controls: 0 for no effect and ±100 for the full control effect; nearly all actives have a fitted effect of over 65% in size
Target sequence (O75874 whole entry R132H, stated change not applied): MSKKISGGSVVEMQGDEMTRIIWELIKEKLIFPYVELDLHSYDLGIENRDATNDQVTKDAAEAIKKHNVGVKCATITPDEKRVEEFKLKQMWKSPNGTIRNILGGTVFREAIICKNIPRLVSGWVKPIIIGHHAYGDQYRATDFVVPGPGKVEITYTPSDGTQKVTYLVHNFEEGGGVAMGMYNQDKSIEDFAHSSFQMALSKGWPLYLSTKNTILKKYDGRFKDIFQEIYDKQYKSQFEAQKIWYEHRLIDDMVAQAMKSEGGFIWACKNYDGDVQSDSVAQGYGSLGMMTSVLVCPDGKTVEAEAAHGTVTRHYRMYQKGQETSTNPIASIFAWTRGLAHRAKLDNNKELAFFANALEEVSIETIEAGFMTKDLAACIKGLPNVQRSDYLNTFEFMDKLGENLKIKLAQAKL
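IDH1-R132H (0.5 ug/mL) preincubated 30 min with compound, then NADPH (0.016 mM) and alpha-KG (2 mM) added; 80 min at RT, pH 7.5. Remaining NADPH coupled via diaphorase/resazurin to fluorescence (540/590 nm); concentration-response curves normalized to no-enzyme control.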
GLS inhibitor: glutaminase GLS (human) inhibition | Potency, µM (top dose mostly 45.5 µM), for inactives: top-dose activity change, negative = inhibition, hits mostly inhibitors | GLS enzymatic activity, qHTS titration | AID 624170 | 410,000 compounds, 0.21% hits; also: potency is read from the fitted curve at half-maximal effect; % is scaled to controls: 0 for no effect and ±100 for the full control effect
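Two-point fluorescence kinetic (t0, 30 min RT) for hKGA; glutamate detected via glutamate oxidase–HRP–Amplex Red. Substrate: 1 mM L-glutamine solution; buffer 45 mM KH2PO4, pH 8.2.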
Pin1 inhibitor: blocks the human prolyl isomerase Pin1. Q13526. Pin1 FP peptide displacement, HiFluor488, 10 min. Potency, µM (titrated, usually from 115 µM), for the others: at the top dose activity, negative = inhibition, usual class: inhibitors. 390,000 compounds, 0.009% hits. AID 504891; active = well fitted inhibition curve with a large enough effect in the polarisation, with a control signal flat, not every such curve was filed as active; inconclusive = small, poorly fitted or top-dose-only effect, or effect the other way, or a change in a side signal; inactive = no such curve, though single readings can be large or run the other way; the % refers to the polarisation; also: potency is read from the fitted curve at half-maximal effect; % is scaled to controls: 0 for no effect and ±100 for the full control effect
Tb PGK inh: T. brucei PGK inhibition; P07378; PGK/GAPDH coupled, Kinase-Glo luminescence, 60 min; Potency, µM (highest dose often 57.5 µM), inactives show top-dose activity change, negative = inhibition, hits mostly inhibitors; 380,000 compounds, 0.043% hits; AID 602233; also: potency is read from the fitted curve at half-maximal effect; % is scaled to controls: 0 for no effect and ±100 for the full control effect; nearly all actives have a fitted effect of over 60% in size
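Recombinant glycosomal PGK reaction used 1,3-bisphosphoglycerate generated in-well by GAPDH (100nM final) in 100mM TEA pH 7.6, 5mM MgCl2, 0.01% Tween-20. After 60 minutes at room temperature, ATP was read by Kinase-Glo Plus luminescence end-point.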
rTrxR1 inhibitor: inhibitors of rat thioredoxin reductase 1. recombinant rTrxR1, NADPH fluorescence consumption, selenite substrate. Potency, µM (titrated, usually from 114 µM), inactives show at the top dose activity change, negative = inhibition, most hits filed as inhibitors. 390,000 compounds, 1% hits. AID 588453; also: potency is read from the fitted curve at half-maximal effect; % is scaled to controls: 0 for no effect and ±100 for the full control effect; nearly all actives have a fitted effect of over 65% in size
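Rat TrxR1 (90 nM in the dispensed reagent) was pre-reduced with 400 uM NADPH for 5 min at room temperature, then incubated with compound for 15 min. After 400 uM selenite was added, NADPH fluorescence (Ex 340/Em 450 nm) was followed for 8 min.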
Numbers without * were called inactive; i = inactive; ? = inconclusive; . = not tested or not shown; [ ] = another dose, or the depositor's remark. Unless noted, calls follow the shape of the dose curve; as a rule, active = well fitted curve in the direction sought with a large enough effect; inconclusive = small, poorly fitted or top-dose-only effect, or another doubt; inactive = no such curve, though single readings can be large; an effect the other way counts as inactive or inconclusive.

SMILES | HP1b chromo inh | USP1 inh | PI4K2A inh | TrxR1 substrate | mIDH1 inhibitor | GLS inhibitor | Pin1 inhibitor | Tb PGK inh | rTrxR1 inhibitor
CCOC(=O)c1c(NC(=O)COC(=O)CNC(=O)c2ccc(Cl)cc2Cl)sc(C(=O)N(C)C)c1C | 32%[activator] | -26% | -1 | -8%[57.1 µM] | -3% | 2% | 6% | i | 4%[57.1 µM]
O=C(CCCn1c(SCC(=O)NC2CCCCC2)nc2ccccc2c1=O)NCC1CCCO1 (stereo unspecified) | 17% | -16% | -6 | -1% | -1% | 0% | 7% | i | 7%
O=C(NC1CCCCC1)C1CCN(S(=O)(=O)c2cccc3cccnc23)CC1 | 22% | -19% | -8 | -9% | -1% | -3% | -1% | -3% | -4%
N#Cc1ncc(C(F)(F)F)cc1Sc1ccccc1N | 28% | -12% | 5 | -5%[57.1 µM] | 9% | -2% | -6% | 0% | 12%[57.1 µM]
NC(=O)c1ccccc1NC(=O)/C=C/c1ccc(Cl)cc1 | 21% | -16% | 1 | 34%[activator] | 11% | 0% | -2% | 1% | 6%
COCCn1c(NCc2ccccc2)nc2c1c(=O)[nH]c(=O)n2C | 9% | -9% | -1 | -6% | 13% | 3% | -2% | 0% | 15%[57.1 µM]
COc1ccc(S(=O)(=O)N2CCC(C(=O)NCCC(=O)NC3CC3)CC2)cc1 | 24% | -3% | 4 | 1% | -2% | 2% | -1% | -2% | 18%
O=[N+]([O-])c1ccc(N=Nc2ccc(O)cc2O)cc1 | 15% | -12% | -6 | -1% | 2% | -4% | -3% | -9% | -3%
CCC(=O)c1ccc(OCC(=O)NCCC2=CCCCC2)c(OC)c1 | 7%[57 µM] | -17% | -10 | 0% | 1% | -8% | -3% | -5% | 23%
Cc1ccc(NC(=O)C(=O)NCC(c2cccnc2)N2CCOCC2)cc1C (stereo unspecified) | 12% | 8% | 0 | -12% | 10% | 0% | 2% | i | 3%
Cn1nc(-c2ccccc2)cc1NC(=O)Nc1ccccc1F | 21% | ? | 0 | 2%[57.1 µM] | 12% | -8% | -5% | 3% | 14%
CC(=O)C1=C(C)NC(=O)NC1c1ccc(Cl)cc1 (stereo unspecified) | 11% | -6% | 10 | -6%[57.1 µM] | 5% | 0% | -6% | 4% | 6%[57.1 µM]
CCCCNC(=S)NNC(=O)c1cc(C)on1 | 39%[activator] | -8% | -4 | -3% | 5% | 21% | 0% | -7% | -11%
Cc1ccc(C)c(OCC(=O)N/N=C/c2c(C)nn(-c3ccccc3)c2Cl)c1C | 23% | -11% | 1 | -8% | 3% | 8% | 0% | -3% | 2%
Cn1cc([N+](=O)[O-])c(C(=O)NNC(=O)c2ccc([N+](=O)[O-])cc2)n1 | ? | -19% | -2 | -7% | 11% | 24% | 5% | -4% | 4%
CC(=O)N1CCc2cc(C(=O)CN3CCN(c4cccc(Cl)c4)CC3)ccc21 | 21% | -21% | -2 | 1%[57.1 µM] | 12% | 1% | 1% | -7% | ?
O=C(COC(=O)c1cccnc1)c1ccc(Cl)c(Cl)c1 | 16% | 2% | 10 | -7% | 6% | 7% | 3% | -5% | 9%
O=C(CSc1ccc([N+](=O)[O-])cc1)Nc1ccccc1N1CCOCC1 | 1% | -24% | -2 | -19% | 2% | -2% | -1% | i | -25%
CCOC(=O)c1c(-c2ccc(OC)c(OC)c2)csc1NC(=O)c1ccc(C)cc1 | 45%[activator] | -32% | 6 | 10% | 35%[activator] | -1% | 4% | i | 35%
Cn1c(SCc2ccccc2F)nc2cccnc21 | 31% | -14% | -1 | -1% | 12% | -1% | 1% | -10% | -3%
O=C(CSc1nc(=O)[nH]c2c1CCCC2)NCc1ccccc1Cl | 83%[activator] | -23% | 0 | -1%[57.1 µM] | 11% | 1% | -3% | i | -2%[57.1 µM]
O=C(CCc1ccc(S(=O)(=O)NCCc2ccccc2)cc1)NCc1ccco1 | 5% | -6% | 1 | -9% | 2% | 10% | 2% | -5% | -45%
Cc1cccc(NC(=S)N/N=C/c2c[nH]c3ccccc23)c1 | ? | -5% | 2 | -15% | 2% | 13% | ? | -9% | -23%
Cc1ccc(C(=O)NC2CCCN(c3ccc(C(F)(F)F)cn3)C2)cn1 (stereo unspecified) | 34% | -18% | -2 | 3% | 1% | ? | 0% | -9% | -1%
CCCCN(CC)C(=O)c1cc2cc3ccc(Cl)cc3nc2o1 | 48%[activator] | ? | 2 | -4%[57.1 µM] | -10% | -15% | -1% | -13% | 2%[57.1 µM]
CCOC(=O)C1=C(CSc2nccn2C)NC(=O)NC1c1ccc(OC)cc1 (stereo unspecified) | 1% | -6% | 5 | -4% | 3% | 1% | 0% | -1% | -2%
COC(=O)c1ccc(NC(=O)CCn2cnnn2)c(C)c1 | 31% | -30% | 11 | 3% | 4% | 5% | -14% | 0% | 13%
CCc1ccc2oc(C(=O)Nc3ccc(S(N)(=O)=O)cc3)c(C)c2c1 | -5% | -10% | 2 | 5% | -8% | 2% | 0% | -4% | 8%
Cc1ccc(S(=O)(=O)N(Cc2ccccc2)c2ccccc2C(=O)NCc2cccnc2)cc1 | 4% | -21% | -3 | 1% | 1% | 4% | -4% | i | 1%
CCC(C(=O)NCCc1ccccc1OC)n1nc(C)c2c(C)n(-c3ccccc3)nc2c1=O (stereo unspecified) | 29% | -12% | -3 | 0% | -5% | 0% | -2% | -1% | 25%
O=C(NNC1=NS(=O)(=O)c2ccccc21)c1ccccc1Cl | 8% | -6% | 4 | -7%[57.1 µM] | 9% | 1% | 8% | -2% | ?
O=C(NCc1ccc2c(c1)OCO2)c1ccc(S(=O)(=O)C(F)F)cc1 | 18% | -17% | 3 | 3%[11.4 µM] | -3% | 0% | -8% | i | 25%[11.4 µM]
O=C(CSCc1ccc(Cl)cc1)N1CCN(Cc2ccc3c(c2)OCO3)CC1 | 37%[activator] | -13% | -3 | 2%[11.4 µM] | 3% | 3% | -2% | 1% | -6%[11.4 µM]
Nc1nc(N2CCN(C(=O)c3ccco3)CC2)nc2ccccc12 | 53%[activator] | -7% | 5 | 78%[activator] | 3% | -9% | -5% | -9% | -23%
O=C(O)c1cccc(NC2=Nc3cccc4cccc2c34)c1 | 17% | -26% | -8 | 18% | 10% | 10% | -6% | i | 10%
Cc1ccc(S(=O)(=O)Cn2nnnc2C(CC(C)C)N2CCN(C3CCCC3)CC2)cc1 (stereo unspecified) | 49%[activator] | -6% | -3 | -3%[57.1 µM] | 0% | -20% | -1% | -2% | 8%[57.1 µM]
C=C(C)CNC(=S)Nc1nc2c(cc1C(=O)OCC)CCCC2 | 37% | -13% | 0 | 11% | -14% | -3% | 0% | -1% | 7%
O=C1CC(c2cccc(F)c2)c2c(c3ccccc3[nH]c2=O)O1 (stereo unspecified) | 22% | -13% | -7 | 13% | 5% | -1% | -1% | -3% | 28%[57.1 µM]
Cn1c(CNC(=O)c2ccco2)nnc1SCC(=O)N1CCN(c2ccccc2)CC1 | -5% | -16% | 3 | 6%[57.1 µM] | -4% | 0% | -2% | 10% | 20%[57.1 µM]
C=CCN(Cc1ccc(Cl)s1)C(=O)c1ccc(F)c(S(=O)(=O)N2CCOCC2)c1 | 21% | -21% | 3 | -10% | 7% | 2% | -6% | -4% | -5%
C#CCNC(=O)C1=C[C@H](c2coc3ccccc3c2=O)C[C@H](OCc2ccc(CO)cc2)O1 | 28% | -23% | -2 | 10%[57.1 µM] | 1% | 1% | -1% | 0% | 8%[57.1 µM]
CN(C)C(=O)COC(=O)c1cc(Cl)cc(Cl)c1N | 45%[activator] | -19% | -1 | 235%[activator] | -1% | 0% | 1% | -8% | ?
CCN1CCCC1CNc1ccc(S(C)(=O)=O)cc1[N+](=O)[O-] (stereo unspecified) | -1% | 5% | -2 | -2% | -3% | -9% | -12% | 4% | -2%
COc1cccc(CC(=O)Nc2ccc3nc(Nc4cccc(C(F)(F)F)c4)cc(C)c3c2)c1 | 33% | -24% | -2 | 51%[activator] | -3% | -10% | -3% | -6% | 28%
Cc1ccc(N(CC(N)=O)C2SC(=O)N(Cc3cccc(C(=O)O)c3)C2=O)cc1 (stereo unspecified) | 28% | -5% | 1 | -10% | -1% | 18% | ? | -4% | -15%
CC1CCCC(C)N1C(=O)COC(=O)Cn1cnc2c1c(=O)n(C)c(=O)n2C (stereo unspecified) | 13% | 0% | 3 | 1% | -1% | 5% | -7% | -1% | 14%
C[C@@H]1CN([C@@H](C)CO)C(=O)CCCn2cc(nn2)CO[C@H]1CN(C)S(=O)(=O)c1ccc2c(c1)OCCCO2 | . | ? | 0 | . | -3% | 1% | . | -7% | .

Complete entries from above. Order of values: HP1b chromo inh	USP1 inh	PI4K2A inh	TrxR1 substrate	mIDH1 inhibitor	GLS inhibitor	Pin1 inhibitor	Tb PGK inh	rTrxR1 inhibitor
CCN1CCCC1CNc1ccc(S(C)(=O)=O)cc1[N+](=O)[O-] (stereo unspecified) is listed as -1%	5%	-2	-2%	-3%	-9%	-12%	4%	-2%
COc1cccc(CC(=O)Nc2ccc3nc(Nc4cccc(C(F)(F)F)c4)cc(C)c3c2)c1 is listed as 33%	-24%	-2	51%[activator]	-3%	-10%	-3%	-6%	28%

Assay outcomes from PubChem BioAssay.

This is a subset; rates above refer to the full screens.
